# IMPase cell inh = membrane-permeable compound that blocks inositol monophosphatase; CHO-M1 cells, IP1 accumulation, HTRF TR-FRET ratio; inhibition (IP1 accumulation), % at 46.1 µM; 120,000 tested, under 10 active; P97697; active = well fitted curve in the direction sought with a large enough effect in the signal ratio, not every such curve was filed as active; inconclusive = small, poorly fitted or top-dose-only effect, or a change in a side signal; inactive = no such curve, though single readings can be large or run the other way; the % refers to the signal ratio;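 also: cells stimulated with carbachol in lithium chloride buffer; plate controls were DMSO basal wells for no effect and reference inhibitor wells for full effect; higher means more IMPase inhibition seen as more IP1 and lower FRET ratio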
# Target sequence (P97697 whole entry, looked up): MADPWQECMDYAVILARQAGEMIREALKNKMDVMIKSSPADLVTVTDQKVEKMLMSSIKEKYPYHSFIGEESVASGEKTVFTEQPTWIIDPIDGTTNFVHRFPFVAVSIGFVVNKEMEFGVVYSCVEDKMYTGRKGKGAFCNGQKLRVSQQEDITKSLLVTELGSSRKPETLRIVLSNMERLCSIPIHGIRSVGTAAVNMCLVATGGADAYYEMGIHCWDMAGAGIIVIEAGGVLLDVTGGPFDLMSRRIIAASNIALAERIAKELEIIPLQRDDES
#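 In this qHTS, compounds (final up to 46 uM) act on CHO-M1 cells that are then activated through the M1 receptor with carbachol, in pH 7.4 buffer containing 50 mM LiCl, for 30 min. IP1 accumulation is quantified by the IP-One immunoassay.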
# * hit, by the source's call; ? = inconclusive. This is a subset; count on the stated rates, not on these rows.
SMILES,IMPase cell inh
CCCCNc1nc2c(c(=O)n(Cc3ccc(Cl)c(Cl)c3)c(=O)n2C)n1C,0.2
CCCc1nnc(N2C(=O)c3oc4ccc(F)cc4c(=O)c3C2c2ccc(C(=O)OC)cc2)s1 (centres undefined),-7.5
COc1cccc(-c2nnc(SCC(=O)NC3CCCCC3)o2)c1,7.9
COc1ccc(NC(=O)Cn2cc(S(=O)(=O)N3CCN(c4ccccc4F)CC3)c3ccccc3c2=O)cc1Cl,3.3
CCCCS(=O)(=O)CC(O)CSc1nc(-c2ccc(C)cc2)cc(-c2ccccc2)c1C#N (centres undefined),?
CCOC(=O)CSc1nc(-c2ccc(Cl)cc2)cc(C(F)(F)F)c1C#N,8.3
Cn1c(=O)n(C)c2cc(NS(=O)(=O)c3ccc(Br)cc3)c(NCc3ccccc3)cc21,?
COc1ccc(NC(=O)c2ccco2)cc1NC(=O)COc1ccccc1,-1.0
O=C(c1ccc(Nc2nc3ccccc3n3nnnc23)cc1)N1CCN(c2ccc(F)cc2)CC1,-5.2
Cc1cc(Cl)ccc1OCC(=O)Nc1c(C(=O)c2ccccc2)oc2ccccc12,?
CCOC(=O)N1CCc2c(sc3c2C(=O)NC(c2ccc(C(=O)OC)cc2)N3)C1 (centres undefined),?
CCCc1ccc(OCC(=O)Nc2sc3c(c2C(=O)OCC)CCC(C(C)(C)C)C3)cc1 (centres undefined),1.2
Cc1ccc(-c2nnc(Nc3ccc(O)cc3)c3ccccc23)cc1S(=O)(=O)NC(C)(C)CO,8.7
CCCOc1ccc(C(=O)Nc2ccc3oc(-c4ccncc4)nc3c2)cc1,-11.8
CCOC(=O)c1nn2c(C(F)(F)F)cc(-c3ccc(C)cc3)nc2c1Cl,-4.9
CCOC(=O)c1c(C)n(-c2ccccc2)c2ccc(OC(=O)c3cc(OC)cc(OC)c3)cc12,-4.5
COc1ccccc1NC(=O)NCCCN1CCN(c2ccc(F)cc2)CC1,7.1
Cc1c(C(=O)OCC2CCCCC2)[nH]c2c1C(=O)CC(c1ccc(Cl)cc1)C2 (centres undefined),9.6
CCOc1ccccc1CN(CCc1ccc2c(c1)OCO2)Cc1cccc(OC)c1OC,7.8
O=C(Cn1nc(C(F)(F)F)c2c1CCCC2)Nc1ccc(Cl)cc1,2.9

# Reformatted with bars between the fields: entries from further up
Molecule | IMPase cell inh
CCCCNc1nc2c(c(=O)n(Cc3ccc(Cl)c(Cl)c3)c(=O)n2C)n1C | 0.2
CCCc1nnc(N2C(=O)c3oc4ccc(F)cc4c(=O)c3C2c2ccc(C(=O)OC)cc2)s1 (centres undefined) | -7.5
COc1cccc(-c2nnc(SCC(=O)NC3CCCCC3)o2)c1 | 7.9
COc1ccc(NC(=O)Cn2cc(S(=O)(=O)N3CCN(c4ccccc4F)CC3)c3ccccc3c2=O)cc1Cl | 3.3
CCCCS(=O)(=O)CC(O)CSc1nc(-c2ccc(C)cc2)cc(-c2ccccc2)c1C#N (centres undefined) | ?
CCOC(=O)CSc1nc(-c2ccc(Cl)cc2)cc(C(F)(F)F)c1C#N | 8.3
Cn1c(=O)n(C)c2cc(NS(=O)(=O)c3ccc(Br)cc3)c(NCc3ccccc3)cc21 | ?

# Additional structures
SMILES,IMPase cell inh
COc1ccc(NC(=O)c2ccco2)cc1NC(=O)COc1ccc(C)c(C)c1,4.7
CCCSc1nc2sc3c(c2c(=O)n1Cc1ccccc1)CC(C)(CC)OC3 (centres undefined),-9.7
CCc1cccc(C)c1Nc1c(-c2ccsc2)nc2ncccn12,-2.9
Cc1cc(NS(=O)(=O)c2ccc3nc(-c4ccccc4)[nH]c3c2)ccc1Br,-4.6
CCCOc1cccc(C(=O)Nc2ccc(-c3nc4ccccc4s3)c(Cl)c2)c1,-15.1
COc1ccc(C2C(C(=O)Nc3ccccc3)=C(C)Nc3nc(-c4ccccc4Cl)nn32)cc1OC (centres undefined),4.5
COc1cc(NC(=O)Cn2c(=O)n(CC3CCC(C(=O)NCCc4ccccc4)CC3)c(=O)c3ccccc32)cc(OC)c1 (centres undefined),6.9
CCS(=O)(=O)CCSc1nc(-c2ccc(Br)cc2)cc(-c2ccccc2)c1C#N,-5.6
CCOc1ccc(C2CC(=O)Nc3cc4c(cc32)OCO4)cc1OC (centres undefined),3.9
Cc1ccc(S(=O)(=O)n2nc(-c3ccccc3)nc2NCc2ccccc2Cl)cc1,4.8
Cc1c(C(=O)OC2CCCCCC2)[nH]c2c1C(=O)CC(c1ccc(Cl)cc1)C2 (centres undefined),?
Cc1cc(Br)ccc1NC(=O)C1CCCN(S(=O)(=O)c2cccc3nonc23)C1 (centres undefined),-3.5
Cc1sc(NC(=O)C2c3ccccc3Oc3ccccc32)c(C(=O)OC(C)C)c1C,?
COc1ccc(-c2cc(C(=O)Oc3ccc(C)c(C)c3)c3ccccc3n2)cc1,-13.0
Cc1ccc(S(=O)(=O)n2nc(-c3ccccc3)nc2NCc2ccc(Cl)cc2)cc1,6.9
COc1cc(C(=O)N(Cc2ccc(C(C)C)cc2)C2CCS(=O)(=O)C2)cc(OC)c1OC (centres undefined),-0.3
CC(=O)Nc1cccc(NC(=O)Cn2cnc3c2c(=O)n(C)c(=O)n3C)c1,2.2
Cc1ccc(C)c(NC(=O)Cn2c(=O)n(CC(=O)NCCc3ccccc3)c(=O)c3ccccc32)c1,7.7
COC(=O)C(CCSC)NC(=O)c1cc2c(n(-c3ccc(OC)cc3)c1=O)CC(C)(C)CC2=O (centres undefined),-2.6
COc1ccc(-c2cc(C(F)(F)F)nc(SCCC(=O)Nc3ccc(F)cc3F)n2)cc1,9.7

# Ordered by the number under IMPase cell inh (smallest number first): some entries from above.
SMILES,IMPase cell inh
CC(=O)Nc1cccc(NC(=O)Cn2cnc3c2c(=O)n(C)c(=O)n3C)c1,2.2
Cc1ccc(S(=O)(=O)n2nc(-c3ccccc3)nc2NCc2ccc(Cl)cc2)cc1,6.9
Cc1ccc(C)c(NC(=O)Cn2c(=O)n(CC(=O)NCCc3ccccc3)c(=O)c3ccccc32)c1,7.7

# (listing goes on)
SMILES,IMPase cell inh
Nc1c(C(=O)Nc2ccc(F)c(F)c2)sc2nc(-c3ccncc3)ccc12,-0.2
COC(=O)c1ccc(NC(=O)CSc2nc3c(c(=O)n(C)c(=O)n3C)n2Cc2ccccc2)cc1,-9.2
O=C(CCC1N=C2c3ccccc3N=C(SCc3ccccc3Cl)N2C1=O)N1CCN(c2ccccc2)CC1 (centres undefined),-2.8
CCOc1ccc(C2c3c(oc4ccccc4c3=O)C(=O)N2Cc2ccc3c(c2)OCO3)cc1 (centres undefined),5.7
Cc1ccc(C(C)C)c(OCC(=O)Nc2ccc(O)c(-c3nc4cc(Cl)ccc4o3)c2)c1,-6.6
Cc1ccc(-n2c3c(c(=O)[nH]c2=O)C(NC(=O)c2ccccc2C)(C(F)(F)F)C(=O)N3)cc1 (centres undefined),0.2
O=C(Cc1ccccc1)Nc1sc2c(c1C(=O)Nc1ccc(Cl)cc1)CCCC2,0.9
CCCc1ccc(-c2ccc(C(=O)Oc3ccc(OCC)cc3)cc2)nc1,-6.0
Cc1cc(C)cc(NC(c2nnc(-c3cccc(F)c3)o2)c2ccc(F)cc2Cl)c1 (centres undefined),-7.7
Cn1c(=O)n(C)c2cc(N3CCCCC3)c(NC(=O)c3ccc(Cl)cc3)cc21,3.7
CCOC(=O)c1ccc(N2C(=O)Cc3cc(OCC)c(OCC)cc3C2c2ccccc2)cc1 (centres undefined),-2.9
CCCC1=Nc2cc(C(=O)NCCOC)ccc2Sc2ccccc21,10.5
COc1ccc(CNC(=O)CCc2nc(-c3ccc(OC)cc3)no2)cc1,4.3
CCOC(=O)c1cc(OC(=O)c2cccc(C)c2)n(-c2ccccc2)n1,-4.9
CCOC(=O)c1c(N)n(-c2ccc(Cl)c(Cl)c2)c2nc3ccccc3nc12,18.6
COc1ccccc1C(=O)Nc1ccc2c(c1)nc(CN1CCCCC1)n2C,7.7
COc1ccc(Cl)cc1NC(=O)CSC1=Nc2ccccc2C2=NC(CC(=O)NCc3cccs3)C(=O)N12 (centres undefined),16.8
CCCc1nnc(NC(=O)C(CC)Sc2nnc3c4ccccc4n(C)c3n2)s1 (centres undefined),?
Cc1ccc(Nc2nnc(-c3cc4c(ccc5ccccc54)oc3=O)s2)cc1,0.9
CCCOc1cccc(C(=O)Nc2ccc(-c3cc4ccccc4oc3=O)c(C)c2)c1,-4.9

# In the list so far, these have a cyano group:
SMILES,IMPase cell inh
CCCCS(=O)(=O)CC(O)CSc1nc(-c2ccc(C)cc2)cc(-c2ccccc2)c1C#N (centres undefined),?
CCOC(=O)CSc1nc(-c2ccc(Cl)cc2)cc(C(F)(F)F)c1C#N,8.3
CCS(=O)(=O)CCSc1nc(-c2ccc(Br)cc2)cc(-c2ccccc2)c1C#N,-5.6

# Next entries:
SMILES,IMPase cell inh
CCOC(=O)c1c(NC(=O)/C=C/c2ccc(OCC)cc2)sc(C(C)=O)c1C,-6.1
Cc1ccccc1NC(=O)Cn1cc(C(=O)c2cccs2)c2ccccc21,-13.7
CCOc1ccc(S(=O)(=O)N(CC(=O)NCCSCc2ccccc2)c2ccccc2)cc1,7.9
Cc1ccc(C2CC(=O)n3nc(-c4ccc(Cl)cc4)nc3S2)cc1 (centres undefined),7.2
Nc1c(C(=O)Nc2ccc(C(F)(F)F)cc2)sc2nc(-c3cccs3)ccc12,?
Cc1ccccc1-c1nnc(SCC(=O)N2CCCCC2)o1,2.7
Cc1ccc(OCCCC(=O)Nc2sc3c(c2C(N)=O)CCCC3)cc1,1.9
COc1cccc(-c2ccc3c(N)c(C(=O)Nc4ccc(C)c(F)c4)sc3n2)c1,-3.9
CCC(=O)N1CCc2cc(S(=O)(=O)N(C)c3cccc(C)c3)ccc21,-13.1
Cc1ccc(CNC(=O)CCCCn2c(=O)c3ccccc3n(Cc3ccc(Cl)cc3)c2=O)cc1,-3.2
Cc1ccc(NC(=O)Cn2cc(C(=O)c3cccs3)c3ccccc32)cc1C,2.4
CCc1ccc(C2CC(=O)c3c([nH]c(C(=O)OCc4ccc(C)cc4)c3C)C2)cc1 (centres undefined),-0.1
CCOC(=O)c1c(NC(=O)/C=C/c2ccc(C)cc2)sc2c1CCCC2,2.0
CCOC(=O)c1ccc(NC(=O)c2cn(-c3ccccc3)nc2-c2ccc(C)cc2)cc1,-7.2
CCc1nc(SCC(=O)Nc2ccc(NC(C)=O)cc2)n[nH]1,3.8
COc1ccc(OC)c(NC(=O)c2cc3cc4ccc(C)cc4nc3s2)c1,-7.7
CC(C)Oc1ccc(C(=O)Nc2ccc3oc(-c4ccncc4)nc3c2)cc1,-26.9
CCOC(=O)c1sc(N2C(=O)c3oc4ccccc4c(=O)c3C2c2ccc(C(C)(C)C)cc2)nc1C (centres undefined),?
CC1CCCCN1Cc1c(O)ccc2c(=O)c(-c3ccccc3Cl)c(C(F)(F)F)oc12 (centres undefined),-5.0
O=S(=O)(c1ccccc1)c1nc(-c2ccccc2F)oc1N1CCOCC1,?
COc1ccccc1NC(=O)C1=C(C)Nc2nc(SCc3ccccc3C)nn2C1CC(C)C (centres undefined),-2.8
CCOc1ccccc1NC(=O)N1c2ccccc2Sc2ccccc21,3.2
CCCCCOC(=O)c1ccc(Nc2nc(C(=O)OCC)nc3ccccc23)cc1,-8.0
COC(=O)CSc1nc2sc3c(c2c(=O)n1-c1ccccc1)C(C)CCC3 (centres undefined),-1.8
Clc1ccccc1-c1nnc(-c2ccccc2CNc2ccccc2)o1,3.0
Cc1cc(C)cc(Oc2coc3c(CN4CCN(C)CC4)c(O)ccc3c2=O)c1,-7.8
CCCCN(CCCC)C1=C(C(=O)c2ccccc2)N(C)S(=O)(=O)c2ccccc21,1.3
CCOc1ccc(NC(=O)c2sc3nc4c(c(-c5ccc(OC)cc5)c3c2N)C(=O)CC(C)(C)C4)cc1,0.2
O=C1OC(C(=O)Nc2ccc(Cl)c(C(F)(F)F)c2)Cc2ccccc21 (centres undefined),2.3
Cc1cccc(Oc2coc3cc(OCC(=O)NC4CCCCC4)ccc3c2=O)c1,3.0
Cc1ccc(-c2cc(C(F)(F)F)c(C#N)c(SCC(=O)Nc3ccccc3)n2)cc1,-10.8
O=C(CC1(O)C(=O)N(CCc2ccccc2)c2ccc(Br)cc21)c1ccccc1O (centres undefined),-4.1
O=C(COC(=O)c1cc(-c2cccs2)nc2ccccc12)c1ccccc1,-5.0
Cc1ccc(S(=O)(=O)N(CC(=O)Nc2ccc3c(c2)OCO3)c2ccc(C)c(Cl)c2)cc1,-0.1
CCOc1cccc(NC(=O)c2sc3nc(-c4ccc(F)cc4)ccc3c2N)c1,-2.7
CCOc1cc(C2c3c(oc4ccccc4c3=O)C(=O)N2Cc2ccccc2Cl)ccc1O (centres undefined),12.9
O=C(c1cccs1)c1cn(CCOc2ccc(Cl)cc2)c2ccccc12,6.8
COCCOC(=O)C1=C(C)NC(=O)NC1c1cn(-c2ccccc2)nc1-c1ccccc1 (centres undefined),2.5
COc1ccc2c(c1)-c1nc(NC(=O)c3ccccc3F)sc1CC2,7.5
Cc1ccc(NC(=O)COc2ccc3oc4c(c3c2)CCCC4)c(C)c1,5.0
CCOC(=O)CNS(=O)(=O)c1cc(-c2nnc(Nc3cccc(O)c3)c3ccccc23)ccc1C,6.4
COCCCNc1nc2c(c(=O)n(Cc3ccc(F)cc3)c(=O)n2C)n1C,3.5
COc1ccc(-c2c3c(nc4sc(C(=O)Nc5cccc(OC)c5)c(N)c24)CC(C)(C)CC3=O)cc1,11.1
Cc1c(NC(=O)Nc2ccc(C#N)cc2)c(=O)n(-c2ccccc2)n1C,3.8

# Bioassay records (PubChem BioAssay)
